# High-throughput results (PubChem)
# Siah-1 displacement: Siah-1 peptide-binding antagonists, primary screen, biochemical, fluorescence polarization, rhodamine-plectin, uHTS (AID 1817). E3 ubiquitin-protein ligase SIAH1 (Homo sapiens). Siah-1 / rhodamine-plectin peptide fluorescence polarization; higher % means a stronger effect. displacement, % at 20 µM; hits with a dose series show IC50 in µM. actives 0.02% (n = 290,000);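 active = displacement of at least 50% at 20 µM, with a fluorescence ratio check between 0.3 and a set limit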;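 also: plate controls were Siah plus tracer with DMSO for no effect and tracer alone without Siah for full effect; strong numbers were not always called active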
# NOD2 inhibition: NOD2 signaling inhibitors, cell-based, luminescence, uHTS, HEK293 (AID 1566); HEK293 NOD2/NF-kB luciferase reporter, luminescence; higher % means a stronger effect; inhibition, % at 4 µM, or EC50 in µM where a hit was titrated; actives 0.63% (n = 290,000); also: many of its hits are not listed in these tables
# Lipid droplet: inhibitors of hepatocyte lipid droplet formation, primary screen, imaging, high-throughput imaging, BODIPY stain | AML12 mouse hepatocytes, oleate lipid droplets | inhibition, % at 6.5 µM | actives 0.4% (n = 240,000);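 active = lipid droplet intensity inhibited by at least 50%, with more than 500 cells counted; inconclusive = wells with under 300 cells, treated as cytotoxic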
#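 Material – mouse AML12 hepatocyte cell line, fixed after treatment · Compound dosing – one dose, 6.5 µM compound · Times – compound with oleate, overnight · Measured by – Image-based BODIPY and DAPI two-channel analysis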
# Dengue-2 NS5 capping: Dengue-2 NS5 methyltransferase inhibitors, primary screen, biochemical, confirmation dose response (AID 588689); Dengue-2 NS5 methyltransferase capping enzyme assay, biochemical; higher % means a stronger effect; inhibition, % at 25 µM, or IC50 in µM where a hit was titrated; actives 0.3% (n = 340,000); Genome polyprotein (Dengue virus type 2 (strain 16681-PDK53)); in the data active = a potency from the dose series; inconclusive = inhibition above about 29% without an active follow-up result
# Myeloid diff 2: induction of myeloid progenitor differentiation, primary screen, cell-based, flow cytometry, MLPCN library | ER-HoxA9 myeloid progenitors, lysozyme-GFP differentiation | calls only at 10 µM | actives 1% (n = 360,000);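 active = normalized GFP-positive differentiation at or above the plate's own cutoff, the solvent-only control mean plus 3 SD; inconclusive = no clear call, values can overlap the other calls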;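 also: cells exposed to compound for four days before flow analysis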
# XIAP displacement: XIAP antagonists, biochemical, IAP family, fluorescence polarization (AID 1018). actives 0.007% (n = 200,000). displacement, % at 20 µM, or IC50 in µM where a hit was titrated. XIAP BIR domain, fluorescence polarization peptide displacement; higher % means a stronger effect. E3 ubiquitin-protein ligase XIAP (Homo sapiens); in the data active = displacement above about 50%; also: a part of the inactive calls stands beside numbers as strong as those of hits
# HIV fusion peptide: inhibitors of HIV fusion peptide binding, primary screen, biochemical, uHTS, fluorescence dequenching (AID 1986); one-dose inhibition, % at 20 µM; IC50 in µM for titrated hits; cell-free peptide binding, fluorescence dequenching, 30 min; higher % means a stronger effect; actives 0.3% (n = 290,000); in the data active = inhibition mostly above about 52%, no sharp cut-off; inactive = mostly below about 76%; also: some results filed as inactive read as strong as hits
# AID2073: inhibitors of Mint1-CaV2.2 protein interaction, biochemical, HTRF (AID 2073) | one-dose inhibition, % at 20 µM; IC50 in µM for titrated hits | actives 0.19% (n = 290,000) | Voltage-dependent N-type calcium channel subunit alpha-1B (Homo sapiens) | HTRF protein-protein interaction, Mint1-CaV2.2; higher % means a stronger effect; in the data active = inhibition mostly above about 51%, no sharp cut-off; inconclusive = no clear call, values can overlap the other calls; inactive = mostly below about 53%; also: some results filed as inactive read as strong as hits
# LYP inhibition: inhibitors of LYP phosphatase, biochemical, fluorescence intensity, uHTS (AID 1779). inhibition, % at 11.5 µM; hits with a dose series show IC50 in µM. Tyrosine-protein phosphatase non-receptor type 22 (Homo sapiens). actives 0.054% (n = 290,000). recombinant LYP phosphatase, fluorescence intensity; higher % means a stronger effect;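 also: plate controls were vehicle with enzyme for no effect and no enzyme for full effect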
# Lipid droplet cells 6.5 µM: recorded beside Lipid droplet, whose call it bears; cell count; measured here: cell count, cytotoxicity flag;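 cells counted across two imaged fields per well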
# Dengue-2 NS5 capping pilot replicate: also measured in Dengue-2 NS5 capping; calls as there; inhibition, %; measured here: pilot screen replicate inhibition
# Myeloid diff 2 GFP+ MAC1+ %: second read-out of Myeloid diff 2, no call of its own (marks repeat the call); GFP+ MAC1+ double positive, %; measured here: differentiation confirmed by MAC1 staining
# * hit, by the source's call; i = inactive; ? = inconclusive; · = no result given; + = active, no number. Rule as the data show it, unless noted: active = inhibition above about 50%; inactive = the rest.
SMILES,Siah-1 displacement,NOD2 inhibition,Lipid droplet,Lipid droplet cells 6.5 µM,Dengue-2 NS5 capping,Myeloid diff 2,Myeloid diff 2 GFP+ MAC1+ %,XIAP displacement,HIV fusion peptide,AID2073,LYP inhibition,others
Cc1ccc(S(=O)(=O)N(C)C)cc1NC(=O)COC(=O)Cc1n[nH]c(=O)c2ccccc12,4%,12%,8,850,3%,i,0.6,·,1.5%,18%,-8%,
CCn1c(O)c(/C=N/NC(=O)c2ccncc2)c(=O)n(CC)c1=S,1%,13%,0,583,?,i,0.3,-5.2%,80%,-8%,-5%,
COc1cc(CN(C)Cc2cccc3ccccc23)cc([N+](=O)[O-])c1O,-1%,7%,-5,785,11%,i,0.3,·,-1.7%,0%,-7%,Dengue-2 NS5 capping pilot replicate=0.6
Cc1ccc(N=Cc2sc(O)c3ccccc23)c(C)c1,-1%,-90%,17,661,-2%,i,0.5,-14%,145%,9%,1%,
CCCCOC(=O)CSC1=C(C#N)C(c2ccccc2OC)C(C#N)C(=O)N1 (configuration not stated),3%,-25%,·,·,-3%,i,0.6,-17%,52%,-15%,-4%,
COc1cc(CCC(=O)Nc2nccs2)cc(OC)c1OC,5%,-14%,-18,795,0%,i,0.5,·,1.1%,0%,-2%,
COc1ccc(-c2ccc(NS(=O)(=O)c3cccc([N+](=O)[O-])c3)cc2)nn1,-6%,26%,12,667,-9%,i,0.7,·,3.1%,3%,-5%,
O=C(COC(=O)c1cc(=O)[nH]c2ccccc12)Nc1cccc(S(=O)(=O)N2CCOCC2)c1,-2%,18%,-14,695,-2%,i,0.6,·,0.1%,2%,-8%,
O=[N+]([O-])c1ccc(/C=N/Nc2ccc3ccccc3c2)o1,-4%,24%,36,601,-18%,+,4.3*,0.1%,10%,-11%,2%,
COc1ccc(CCNC(=O)/C=C/c2ccco2)cc1,3%,7%,·,·,·,i,0.6,·,5.7%,-2%,-6%,
CC12CCC(C(=O)Nc3cccc4ccccc34)(C1Br)C2(C)C (configuration not stated),2%,6%,·,·,-4%,i,0.9,-0.7%,-1.4%,3%,6%,
C=CCSC1=N/C(=C\c2ccc(C(=O)O)cc2)C(=O)S1,-4%,7%,2,683,1%,i,0.3,-2.8%,9.7%,-5%,-5%,
CCc1nnc(NC(=O)c2cc(S(=O)(=O)N3CCOCC3)ccc2N2CCCCC2)s1,-3%,-5%,-4,662,2%,i,0.8,-1.7%,-3.6%,-4%,-2%,
Cc1ccc(C(=O)N2CCCC(Nc3ccc(F)c(F)c3)C2)cn1 (configuration not stated),4%,10%,-1,713,1%,i,4.2,·,-0.9%,1%,-3%,
CCOc1ccccc1C(=O)N1CCN(c2ccc(C(F)(F)F)cn2)CC1,-1%,23%,-14,658,-2%,i,0.3,-6.5%,-2.0%,0%,-4%,
Cc1cc(C)cc(C(=O)NCC(=O)OC(C)C(=O)N(C)c2ccccc2)c1 (configuration not stated),11%,5%,-10,702,-7%,i,1.0,-7.5%,0.0%,-1%,-4%,
CCN(CCCNS(=O)(=O)c1ccc2c(c1)oc(=O)n2C)c1cccc(C)c1,-1%,-11%,5,660,0%,i,1.9,-5.5%,-4.0%,-9%,-3%,
COCCN1C(=O)c2ccccc2C(C(=O)NCCCN2CCCC2)C1c1c[nH]c2ccccc12 (configuration not stated),-6%,15%,-26,737,·,·,·,-1.4%,1.0%,3%,-6%,
NC1=NC(=O)/C(=C/c2ccccc2OS(=O)(=O)c2ccc3ccccc3c2)S1,18%,14%,1,613,-7%,i,0.6,-7.4%,2.8%,21%,5%,
CS(=O)(=O)N1CCN(c2ccc(NC(=O)COc3ccccc3)cc2)CC1,-2%,5%,-3,674,·,i,0.1,-9.3%,-1.2%,33%,-5%,

# In the list so far, 5 have an aryl methoxy group.
SMILES,Siah-1 displacement,NOD2 inhibition,Lipid droplet,Lipid droplet cells 6.5 µM,Dengue-2 NS5 capping,Myeloid diff 2,Myeloid diff 2 GFP+ MAC1+ %,XIAP displacement,HIV fusion peptide,AID2073,LYP inhibition,others
COc1cc(CN(C)Cc2cccc3ccccc23)cc([N+](=O)[O-])c1O,-1%,7%,-5,785,11%,i,0.3,·,-1.7%,0%,-7%,Dengue-2 NS5 capping pilot replicate=0.6
CCCCOC(=O)CSC1=C(C#N)C(c2ccccc2OC)C(C#N)C(=O)N1 (configuration not stated),3%,-25%,·,·,-3%,i,0.6,-17%,52%,-15%,-4%,
COc1cc(CCC(=O)Nc2nccs2)cc(OC)c1OC,5%,-14%,-18,795,0%,i,0.5,·,1.1%,0%,-2%,
COc1ccc(-c2ccc(NS(=O)(=O)c3cccc([N+](=O)[O-])c3)cc2)nn1,-6%,26%,12,667,-9%,i,0.7,·,3.1%,3%,-5%,
COc1ccc(CCNC(=O)/C=C/c2ccco2)cc1,3%,7%,·,·,·,i,0.6,·,5.7%,-2%,-6%,

# Some of the compounds tested. The share of hits here may be higher or lower than overall.
